# Alkaline phosphatase – human TNAP enzyme inhibitors, biochemical, luminescent (AID 518). purified TNAP enzyme, luminescent substrate readout; higher % means a stronger effect. inhibition, % at 20 µM, or IC50 in µM where a hit was titrated. 64,000 compounds, 0.09% hits; in the data active = a potency from the dose series; inactive = the rest, 99 in 100 with inhibition below about 22%;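 also: plate controls were vehicle for no effect and reference inhibitor for full effect; many of its hits are not listed in these tables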
# Spn MK inh – S. pneumoniae MK inhibitors, primary screen, biochemical, PK/LDH-coupled NADH absorbance; mevalonate kinase [Streptococcus pneumoniae D39]; inhibition, % at 10 µM; AID 555, 2006; purified MK, PK/LDH-coupled NADH absorbance 340 nm; 65,000 compounds, 0.48% hits;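 active = ranked among the strongest by inhibition in the single 10 µM screen, a fixed top-ranked set picked for dose follow-up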; also: no value below 0 was filed
# HPDE-C7K KRASV12 – cytotoxicity in KRAS-transformed pancreatic duct cells, primary screen, cell-based, fluorescence, HTS (AID 431); 63,000 compounds, 1.7% hits; cytotoxicity, % at 10 µM, or EC50 in µM where a hit was titrated; HPDE-C7K KRASV12 cells, Alamar Blue viability, 48 h; higher % means a stronger effect;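 active = compounds whose percent cytotoxicity in the single-dose primary screen, scaled between solvent and toxic-drug controls, exceeds 50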;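 also: 0% = DMSO solvent wells and 100% = doxorubicin-treated wells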
# Spn PMK inh – S. pneumoniae PMK inhibitors, primary screen, biochemical, mevalonate pathway, pilot trial included. AID 539, 2006. purified PMK, PK/LDH-coupled NADH absorbance 340 nm. phosphomevalonate kinase (Streptococcus pneumoniae D39). inhibition, % at 10 µM. 65,000 compounds, 0.49% hits;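 active = top-ranked compounds by inhibition in the single 10 µM screen, taking a fixed number of the strongest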;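 also: 0% = full reaction with DMSO carrier and 100% = background rate without enzyme reaction; no value below 0 was filed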
# LYP inhibition – LYP phosphatase inhibitors, primary screen, biochemical, DiFMUP fluorescence, recombinant catalytic domain, 10 µM (AID 606); 52,000 tested, under 10 active; inhibition, % at 10 µM; hits with a dose series show IC50 in µM; recombinant LYP catalytic domain, DiFMUP fluorescence; higher % means a stronger effect; Tyrosine-protein phosphatase non-receptor type 22 (Homo sapiens);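 active = IC50 under 40 µM in the dose-response test; inactive = IC50 of 40 µM or more, or never dose-tested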
# Bfl-1 inhibitors – Bfl-1 inhibitors, primary screen, biochemical, fluorescence polarization, FITC-Bid, mouse (AID 432) | Bcl-2-related protein A1 (Mus musculus) | FITC-Bid BH3 peptide fluorescence polarization displacement; higher % means a stronger effect | displacement, % at 20 µM; hits with a dose series show IC50 in µM | 64,000 compounds, 0.02% hits; in the data active = a potency from the dose series; inactive = the rest, 99 in 100 with displacement below about 15%; also: strong numbers were not always called active
# DPM-DC inhibit – S. pneumoniae DPM-DC inhibitors, primary screen, biochemical, PK/LDH-coupled NADH fluorescence | diphosphomevalonate decarboxylase (Streptococcus pneumoniae D39) | purified DPM-DC | calls only at 10 µM | 65,000 compounds, 0.49% hits | AID 556, 2006;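 active = the 320 compounds with the highest percent inhibition in the single-dose primary screen, excluding strongly autofluorescent ones, cut at about 32% in these data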;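 also: kinetic rate of NADH fluorescence loss reporting ADP formed by the decarboxylase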
# HT1080 viability – cytotoxicity in HT1080 fibrosarcoma cells, cell-based, fluorescence readout (AID 620); cytotoxicity, % at 10 µM; hits with a dose series show EC50 in µM; HT1080 viability, fluorescence; higher % means a stronger effect; 87,000 compounds, 0.42% hits;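 also: cells exposed to compound overnight then 4 h with Alamar Blue; 0% = vehicle DMSO and 100% = killing control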
# HPDE-C7 viability – cytotoxicity in HPDE-C7 cells, cell-based, fluorescence, HTS (AID 430); HPDE-C7 pancreatic duct cells viability, fluorescence; higher % means a stronger effect; cytotoxicity, % at 10 µM; hits with a dose series show EC50 in µM; 63,000 compounds, 1.8% hits;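 also: cells exposed to compound for 48 hours before viability readout; 0% = vehicle and 100% = reference cytotoxic drug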
# Spn PMK inh pilot replicates – further read-out of Spn PMK inh, marked with its call; inhibition, %; measured here: pilot screen replicates
# Spn MK inh pilot replicates – further read-out of Spn MK inh, marked with its call; inhibition, %; measured here: pilot screen replicates
# DPM-DC inhibit pilot screen % – also measured in DPM-DC inhibit; calls as there; inhibition, %; measured here: pilot screen trials
# * marks the source's active call; other numbers are inactive results; i = inactive; x = not tested or not shown; + = active, no number. Rule as the data show it, unless noted: active = cytotoxicity above about 50%; inactive = the rest.
SMILES,Alkaline phosphatase,Spn MK inh,HPDE-C7K KRASV12,Spn PMK inh,LYP inhibition,Bfl-1 inhibitors,DPM-DC inhibit,HT1080 viability,HPDE-C7 viability,others
CCOC(=O)C(C(=O)Nc1nccs1)C1CCCCC1 (stereo not given),3%,1,4%,0,x,3%,i,1%,-5%,
CCOC(=O)c1ccc(NS(=O)(=O)c2ccc3[nH]c(=O)[nH]c3c2)cc1,21%,16,-14%,9,13%,-18%,i,-6%,-12%,
O=S(=O)(c1ccccc1)N(CC(O)CN1CCCCC1)c1ccccc1 (stereo not given),9%,6,-7%,0,2%,-3%,i,-3%,-3%,
O=C(O)C(c1ccccc1)N1CCCC1 (stereo not given),2%,5,-9%,17,9%,-2%,i,-4%,-22%,Spn PMK inh pilot replicates=0.0;Spn MK inh pilot replicates=0.0;DPM-DC inhibit pilot screen %=0.0
CC1CCN(CCNC(=O)CCS(=O)(=O)c2ccc(Br)cc2)CC1,-1%,0,-12%,4,8%,-6%,i,-7%,-3%,
CCOC(=O)Cn1c(C(=O)OCC)cc2sccc21,4%,2,9%,3,-18%,5%,i,0%,-6%,
Cc1nc2ccc(S(=O)(=O)NC(C(=O)NCc3ccco3)C(C)C)cc2s1 (stereo not given),3%,6,2%,5,10%,-3%,i,x,1%,
COc1cccc2cc(-c3nnc(SCC(=O)Nc4nc(C)cs4)n3C)oc12,6%,6,-12%,6,10%,-5%,i,-4%,-5%,
Cc1cc(NC(=O)COC(=O)c2ccc(S(=O)(=O)N3CCCc4ccccc43)cc2)no1,5%,2,47%,0,5%,7%,i,52%*,59%*,
COC(=O)c1sc(S(=O)(=O)N2CCN(c3ccccc3)CC2)c(C(=O)OC)c1C,18%,0,17%,11,x,-4%,i,-4%,4%,Spn PMK inh pilot replicates=1.5;Spn MK inh pilot replicates=0.0;DPM-DC inhibit pilot screen %=0.0
CCOC(=O)c1c(NC(=O)c2cccs2)sc2c1CCN(C(=O)OCC)C2,14%,0,20%,10,9%,-2%,x,1%,16%,Spn PMK inh pilot replicates=1.5;Spn MK inh pilot replicates=0.0
O=C(O)c1ccccc1COc1ccccc1Cl,9%,13,14%,5,0%,-9%,i,2%,-2%,
CCC1SC2=NC(C)=C(C(=O)OC)C(c3ccc(C(=O)OC)cc3)N2C1=O (stereo not given),4%,0,-5%,0,-8%,-2%,i,-2%,-5%,
CC(=O)NC(CCS(C)(=O)=O)C(=O)Nc1nc(C)cs1 (stereo not given),x,0,x,12,12%,x,i,22%,x,
O=C(Nc1ccc(N2C(=O)C3C4C=CC(C4)C3C2=O)cc1)Nc1cccnc1 (stereo not given),4%,6,1%,16,-6%,3%,i,-7%,12%,Spn PMK inh pilot replicates=4.0;Spn MK inh pilot replicates=0.0;DPM-DC inhibit pilot screen %=3.5
Cc1ccc2cc3cc(C(=O)N(C)C4CCCCC4)oc3nc2c1,9%,0,-9%,3,-19%,-6%,i,-3%,-11%,
Cc1noc(C)c1S(=O)(=O)N1CCC(C(=O)N2CCN(C(=O)c3ccco3)CC2)CC1,4%,0,2%,14,20%,-1%,i,x,-1%,
CC(=O)Nc1ccc(S(=O)(=O)N2C3CCCC2CC(NC(=O)C2CCCCC2)C3)cc1 (stereo not given),10%,8,-13%,17,4%,-6%,i,-3%,3%,
Nc1c(Br)cc(Br)c(N2CCCC2=O)c1Br,10%,5,0%,7,-1%,4%,i,-4%,-5%,
CCOC(=O)CC(=O)CSc1[nH]c(=O)cc(C)c1C#N,22%,7,7%,0,18%,0%,i,4%,-1%,Spn PMK inh pilot replicates=1.0;Spn MK inh pilot replicates=1.0;DPM-DC inhibit pilot screen %=4.0
CC(NC(=O)c1ccccc1NC(=O)c1ccco1)C(=O)O (stereo not given),17%,6,3%,2,12%,0%,i,7%,11%,Spn PMK inh pilot replicates=1.5;Spn MK inh pilot replicates=0.0;DPM-DC inhibit pilot screen %=2.5
O=C(O)c1ccc(-c2ccccc2Cl)o1,8%,0,7%,11,18%,0%,i,-7%,-3%,
CCN(CC)C(=O)c1sc2nc(-c3ccccn3)[nH]c(=O)c2c1C,x,0,x,11,x,x,+,7%,x,
CC1(C)CC(=O)C=C(N=CC2=C(O)CC(C)(C)CC2=O)C1,8%,0,7%,12,11%,-9%,i,-4%,-7%,
CCOc1ccc(OCC)c(NC(=O)C2CCCN(c3ncccn3)C2)c1 (stereo not given),7%,0,2%,10,0%,-4%,i,6%,6%,
Cc1cc(Nc2ncc(Cl)cc2Cl)n[nH]1,-1%,3,-20%,12,x,-2%,i,-2%,-23%,
COc1cccc(C2CC(c3cccc(Br)c3)n3nc(N)nc3N2)c1 (stereo not given),0%,4,6%,2,9%,0%,i,5%,2%,
CCC1=NC(c2ccccc2Cl)N(O)C1(C)C (stereo not given),10%,3,-19%,0,5%,-6%,i,3%,-18%,
COc1cc(-c2nnc(SCC#CCO)o2)cc(OC)c1OC,8%,6,-18%,9,1%,-8%,i,-11%,-15%,
COCCn1nnnc1C(c1ccc2ncccc2c1)N1CCN(c2ccccc2F)CC1 (stereo not given),7%,20,9%,20,x,-2%,i,-19%,6%,

# Pulled one by one from the entries so far, 7 records:
SMILES,Alkaline phosphatase,Spn MK inh,HPDE-C7K KRASV12,Spn PMK inh,LYP inhibition,Bfl-1 inhibitors,DPM-DC inhibit,HT1080 viability,HPDE-C7 viability,others
O=C(O)c1ccc(-c2ccccc2Cl)o1,8%,0,7%,11,18%,0%,i,-7%,-3%,
CCOc1ccc(OCC)c(NC(=O)C2CCCN(c3ncccn3)C2)c1 (stereo not given),7%,0,2%,10,0%,-4%,i,6%,6%,
CCN(CC)C(=O)c1sc2nc(-c3ccccn3)[nH]c(=O)c2c1C,x,0,x,11,x,x,+,7%,x,
CC(NC(=O)c1ccccc1NC(=O)c1ccco1)C(=O)O (stereo not given),17%,6,3%,2,12%,0%,i,7%,11%,Spn PMK inh pilot replicates=1.5;Spn MK inh pilot replicates=0.0;DPM-DC inhibit pilot screen %=2.5
Cc1ccc2cc3cc(C(=O)N(C)C4CCCCC4)oc3nc2c1,9%,0,-9%,3,-19%,-6%,i,-3%,-11%,
COc1cccc(C2CC(c3cccc(Br)c3)n3nc(N)nc3N2)c1 (stereo not given),0%,4,6%,2,9%,0%,i,5%,2%,
CC(=O)Nc1ccc(S(=O)(=O)N2C3CCCC2CC(NC(=O)C2CCCCC2)C3)cc1 (stereo not given),10%,8,-13%,17,4%,-6%,i,-3%,3%,

# New compounds follow
SMILES,Alkaline phosphatase,Spn MK inh,HPDE-C7K KRASV12,Spn PMK inh,LYP inhibition,Bfl-1 inhibitors,DPM-DC inhibit,HT1080 viability,HPDE-C7 viability,others
Cc1ccc(C(C(=O)NC2CCCCC2)N(C(=O)c2csnn2)C2CC2)o1 (stereo not given),5%,11,-2%,11,-5%,10%,i,3%,-11%,
CCOC(=O)c1c(C)cccc1OCC(N)=O,10%,5,-5%,2,10%,-1%,i,2%,-12%,
CCCn1c(SCC(=O)Nc2ccccc2C(=O)OC)nc2c1c(=O)n(C)c(=O)n2C,18%,i,5%,10,6%,2%,i,13%,-5%,Spn PMK inh pilot replicates=2.5;Spn MK inh pilot replicates=0.5;DPM-DC inhibit pilot screen %=2.5
CCOC(=O)Nc1cc(C)c(Cl)cc1OC,8%,0,0%,0,7%,-6%,i,-2%,1%,
CN(C)Cc1c(O)ccc2oc(Cc3ccccc3)cc12,4%,9,-8%,14,2%,-10%,i,14%,4%,Spn PMK inh pilot replicates=3.0;Spn MK inh pilot replicates=2.5;DPM-DC inhibit pilot screen %=3.0
CCOC(=O)c1[nH]c2ccccc2c1NC(=O)c1ccc2c(c1)OCO2,6%,3,3%,0,5%,-8%,i,4%,-5%,
Cc1c(C(=O)NCCN2CCOCC2)oc2ccc(S(=O)(=O)N3CCCCCC3)cc12,8%,7,-7%,5,x,-3%,i,-2%,-10%,
COc1ccccc1NC(=O)CSc1nnc(-c2ccccc2)o1,2%,5,-13%,1,8%,-2%,i,2%,-29%,
O=C(Oc1cccnc1)c1cccc(Cl)c1,11%,7,-21%,15,10%,2%,i,2%,-14%,
COCCNC(=O)C(OC(=O)c1cccs1)c1ccccc1 (stereo not given),4%,4,4%,7,4%,0%,i,0%,5%,
C1CCCN(CCCCN2CCCCCC2)CC1,6%,0,0%,1,x,-1%,i,-4%,9%,
Cc1ccc(C2CC(=O)N3CN(c4ccc(Br)cc4)CSC3=C2C#N)o1 (stereo not given),17%,5,40%,10,x,1%,i,x,23%,
CCNC(=O)N(C)c1nncnc1C(=O)NC,12%,11,5%,0,8%,3%,i,12%,-14%,Spn PMK inh pilot replicates=0.0;Spn MK inh pilot replicates=0.0;DPM-DC inhibit pilot screen %=1.0
O=C(CN1CCC(n2nnc3cc(C(F)(F)F)ccc32)CC1)Nc1ccc2c(c1)OCCO2,5%,6,19%,6,-1%,-2%,i,-2%,14%,
CC(NC(=O)c1nn(C)c(=O)c2ccccc12)c1ccc(F)cc1 (stereo not given),9%,5,-9%,9,x,1%,i,-11%,-15%,
COCc1nnc(NC(=O)c2cccs2)s1,9%,7,9%,5,-1%,1%,i,x,10%,
CCN(CC)CCN1C(=O)C(=O)/C(=C(/O)c2ccc(OCC(C)C)cc2)C1c1ccncc1 (stereo not given),6%,1,-2%,0,x,7%,i,-10%,1%,
C=CCSc1nnc(C)n1-c1ccc(Cl)cc1,1%,11,2%,3,10%,-6%,i,0%,3%,
CCOc1ccc(N(CC(=O)Nc2nccs2)S(=O)(=O)c2c(C)noc2C)cc1,11%,11,-4%,13,-1%,4%,i,-13%,4%,
O=C(Nc1ccc(F)cc1F)N1CCN(c2ncccn2)CC1,7%,4,2%,0,8%,3%,i,-4%,-10%,
COC(=O)c1ccc(NS(=O)(=O)c2ccc3c(c2)oc(=O)n3C)cc1,11%,2,17%,18,8%,5%,i,-3%,16%,
COc1ccc(-n2nc(C(=O)NCC(=O)NCC3CCCO3)c3ccccc3c2=O)cc1 (stereo not given),12%,2,-6%,3,1%,-2%,i,-8%,-5%,Spn PMK inh pilot replicates=2.0;Spn MK inh pilot replicates=1.5;DPM-DC inhibit pilot screen %=14
